Screening data deposited in PubChem BioAssay by Sanford-Burnham Center for Chemical Genomics.
XIAP displacement – small molecules displacing peptide from XIAP – biochemical, IAP family, fluorescence polarization (AID 1018) | XIAP BIR domain, fluorescence polarization peptide displacement; higher % means a stronger effect | 200,000 compounds, 0.007% hits | one-dose displacement, % at 20 µM; IC50 in µM for titrated hits; in the data active = displacement above about 50%; note: a part of the inactive calls stands beside numbers as strong as those of hits
human PMI inhibitors – human PMI inhibitors, high substrate, primary screen, biochemical, fluorescence intensity, high mannose 6-phosphate (AID 1220); inhibition, % at 20 µM; hits with a dose series show IC50 in µM; 190,000 compounds, 0.66% hits; recombinant PMI enzyme, coupled fluorescence intensity; higher % means a stronger effect
HEK293 NOD2/NF-kB – NOD2 signaling inhibitors, cell-based, luminescence, uHTS, HEK293 (AID 1566). HEK293 NOD2/NF-kB luciferase reporter, luminescence; higher % means a stronger effect. 290,000 compounds, 0.63% hits. one-dose inhibition, % at 4 µM; EC50 in µM for titrated hits; note: many of its hits are not listed in these tables
human PMI inhibition – inhibitors of human PMI, primary screen, biochemical, fluorescence intensity, coupled assay (AID 1209); purified PMI enzyme, coupled fluorescence intensity; higher % means a stronger effect; inhibition, % at 20 µM, or IC50 in µM where a hit was titrated; 190,000 compounds, 0.42% hits;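 note: plate controls were DMSO vehicle for no effect and wells lacking substrate for full effect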
KOR beta-arrestin-1 – kappa opioid receptor blockers – cell-based, luminescence, uHTS (AID 1778). KOR beta-arrestin recruitment, luminescence, antagonist mode; higher % means a stronger effect. inhibition, % at 10 µM; hits with a dose series show IC50 in µM. 290,000 compounds, 0.091% hits; note: strong numbers were not always called active
LYP inhibition – inhibitors of LYP phosphatase, biochemical, fluorescence intensity, uHTS (AID 1779); one-dose inhibition, % at 11.5 µM; IC50 in µM for titrated hits; 290,000 compounds, 0.054% hits; recombinant LYP phosphatase, fluorescence intensity; higher % means a stronger effect;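 note: plate controls were vehicle with enzyme for no effect and no enzyme for full effect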
NOD1 NF-kB reporter – inhibition of NOD1-driven NF-kB reporter – cell-based, luminescence, uHTS, primary screen (AID 1578). inhibition, % at 4 µM; hits with a dose series show EC50 in µM. NOD1-driven NF-kB luciferase reporter cells, luminescence; higher % means a stronger effect. 290,000 compounds, 1% hits; in the data active = inhibition mostly above about 36%, no sharp cut-off; inactive = mostly below about 34%;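 note: HEK-293T reporter cells stimulated with the NOD1 agonist gamma-tri-DAP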
TNAP activators – human TNAP enzyme activators, primary screen, biochemical, luminescent, no phosphate acceptor, uHTS (AID 1001) | purified TNAP, luminescent activation assay, no phosphate acceptor; higher activation fold means a stronger effect | one-dose activation fold at 20 µM; EC50 in µM for titrated hits | 200,000 compounds, 0.03% hits; in the data active = activation fold from about 3, or a potency from the dose series; inactive = the rest, 99 in 100 with activation fold below about 1.6; note: many of its hits are not listed in these tables
KOR beta-arrestin-2 – KOR agonists, beta-arrestin recruitment, primary screen, cell-based, luminescence, uHTS (AID 1777); KOR beta-arrestin recruitment, luminescence; higher % means a stronger effect; one-dose activation, % at 10 µM; EC50 in µM for titrated hits; 280,000 compounds, 0.02% hits; in the data active = activation above about 50%, passing the limit was not always enough; note: a part of the inactive calls stands beside numbers as strong as those of hits
* marks the source's active call; other numbers are inactive results; nt = no result given; [ ] = another dose, or the depositor's remark. Cut-off read from the data, not from the text of the source, unless noted: active = inhibition above about 50%; inactive = the rest. This is a subset; the hit share may differ from the screen's.

smiles	LYP inhibition	NOD1 NF-kB reporter	KOR beta-arrestin-2	TNAP activators	KOR beta-arrestin-1	XIAP displacement	human PMI inhibition	human PMI inhibitors	HEK293 NOD2/NF-kB
Cc1cc(=O)oc(C)c1C(=O)OCC(=O)c1ccc2ccccc2c1	2%	-2%	7.4%	0.9	-46%	-5.9%	-8%	-12%	-10%
Cc1ccc(Cn2nnc(C(=O)Nc3cc(C)ccc3C)c2N)cc1	4%	-40%	1.9%	1.1	-51%	1.2%	-4%	-3%	-4%
O=C(Nc1ccc2c(c1)OCO2)c1ccc(Br)o1	2%	-68%	6.2%	1.1	-41%	-1.7%	1%	0%	-88%
Cn1cc(Br)c(C(=O)NC(=S)N2CCN(c3ccccn3)CC2)n1	-2%	-22%	3.7%	1	-12%	-3.5%	0%	1%	-3%
CCOc1ccccc1NC(=O)CCNC(=O)c1ccco1	-3%	-23%	-2.5%	nt	-11%	nt	nt	nt	-1%
CC(Cl)c1cc(-c2ncc(C(F)(F)F)cc2Cl)no1 (stereo not given)	-7%	-30%	-2.5%	1.1	-23%	-4.1%	-10%	-4%	-8%
COc1ccc(OC)c(C2C(C(C)=O)=C(O)C(=O)N2CCc2ccc(OC)c(OC)c2)c1 (stereo not given)	3%	-34%	-5.9%	1.1	-10%	-3.0%	-31%	-12%	-15%
C=CCn1c(N)cc(=O)nc1SCC(=O)NC(C)c1ccccc1 (stereo not given)	-7%	-24%	-5.3%	1.1	14%	-7.1%	7%	8%	-2%
CCOCCc1nnc(NC(=O)CCS(=O)(=O)c2ccccc2)s1	-10%	-18%	2.0%	nt	-50%	nt	nt	nt	-2%
COC(=O)CSc1nnc2n(-c3ccc(OC)cc3)c(=O)c3c4c(sc3n12)CCCCC4	-7%	-12%	-0.6%	1	-10%	0.0%	8%	9%	-6%
CCOc1cc(/C=C2\N=C3CCCCCN3C2=O)ccc1O	0%	-65%	-4.6%	0.6	18%	-5.2%	11%	24%	-13%
O=C(O)c1ccc(CN2C(=O)c3cccc4c([N+](=O)[O-])ccc(c34)C2=O)cc1	-3%	7%	-2.4%	nt	-17%	nt	nt	nt	18%
O=C(CN1CCCCCC1=O)OCc1ncc(-c2ccccc2)o1	-8%	16%	1.1%	1.1	9%	0.4%	-5%	1%	7%
N#C/C(=C(/O)COC(=O)c1ccc(O)cc1)c1nc2ccccc2[nH]1	2%	-6%	0.6%	nt	4%	nt	nt	nt	14%
CN(C)S(=O)(=O)c1ccc(C(=O)Nc2ccn(C)n2)cc1	-4%	-30%	-2.7%	nt	8%	nt	nt	nt	5%
CC(=O)NCC(=O)N1CCC(n2nccc2NC(=O)CCCc2ccccc2)CC1	-13%	-50%	-0.3%	nt	3%	nt	nt	nt	-10%
CCOC(=O)c1c(C)[nH]c(C(=O)COC(=O)c2oc3ccc(OC)cc3c2C)c1C	6%	-125%	33%	0.9	-28%	-5.2%	-6%	-3%	-34%
CCN(CC)S(=O)(=O)c1ccc(C(=O)Nc2c3c(nn2C(C)(C)C)CS(=O)(=O)C3)cc1	2%	-10%	-1.2%	0.9	-16%	-8.2%	12%	14%	2%
O=C1CC(NNc2nc3ccccc3s2)C(=O)N1c1ccc(F)cc1 (stereo not given)	-5%	4%	-0.9%	nt	-9%	nt	nt	nt	13%
Fc1ccc(OCc2nc3ccccc3s2)cc1	-4%	-63%	0.0%	1.1	7%	-5.2%	12%	16%	-79%
CC(=O)Oc1ccc(-c2cccc(C(=O)Oc3ccccc3)c2)cc1	-2%	-16%	3.0%	1.1	-26%	-4.0%	7%	6%	-1%
Cc1ccc(S(=O)(=O)NCCNC(=O)c2nonc2N)cc1	1%	-27%	0.9%	1.1	-20%	-3.7%	12%	3%	5%
Cc1ccc(C)c(N2CCN(CCN3CCCCC3)CC2)c1	-9%	-2%	-3.5%	nt	24%	nt	nt	nt	-4%
Cc1cc2c(=O)[nH]cnc2s1	-5%	5%	3.2%	1	-5%	-1.6%	2%	-3%	-1%
O=S(=O)(N/N=C\c1ccccc1O)c1ccc(Cl)cc1	-7%	-2%	-3.4%	nt	13%	nt	nt	nt	19%

Look-ups from the entries so far.
COC(=O)CSc1nnc2n(-c3ccc(OC)cc3)c(=O)c3c4c(sc3n12)CCCCC4 – KOR beta-arrestin-2 = -0.6%
CN(C)S(=O)(=O)c1ccc(C(=O)Nc2ccn(C)n2)cc1 – LYP inhibition = -4%

Following part:
smiles	LYP inhibition	NOD1 NF-kB reporter	KOR beta-arrestin-2	TNAP activators	KOR beta-arrestin-1	XIAP displacement	human PMI inhibition	human PMI inhibitors	HEK293 NOD2/NF-kB
CCOC(=O)N/N=C/c1cc(C)n(-c2ccccc2)c1C	-7%	-18%	8.5%	1.2	9%	-7.1%	6%	-10%	-4%
COc1cccc(C=Nc2cccnc2)c1O	-6%	-7%	-3.6%	1.1	16%	-2.1%	13%	29%	21%
Cc1nc(CNS(=O)(=O)c2cccnc2)cs1	2%	-16%	-1.1%	1	24%	-6.6%	14%	12%	-1%
CC(=O)Nc1ccnn1C1CCN(C(=O)c2cccc(C)c2C)CC1	-11%	-8%	-0.2%	nt	-32%	nt	nt	nt	7%
COc1cc2[nH]c(=O)n(CCC(=O)NCCC(C)C)c(=O)c2cc1OC	-2%	-2%	-0.6%	1	-17%	-21%	13%	8%	0%
COc1cccc(/C=N/Nc2ncnc3c2[nH]c2ccc(C)cc23)c1OC	-7%	-12%	-0.5%	nt	-29%	nt	nt	nt	-53%
NC(=O)COC(=O)c1ccccc1SCC(=O)NC1CCCCCC1	-8%	36%	4.8%	1.1	-19%	-12%	1%	6%	-31%
COC(=O)C1=C(C)N(CCCC(=O)O)C(=O)NC1c1ccc(-c2ccccc2)cc1 (stereo not given)	-3%	-25%	-2.0%	1.1	8%	-7.4%	1%	4%	13%
CCOC(=O)C1(Cc2cccc(OC)c2)CCN(Cc2ccc3c(c2)OCCO3)CC1	-5%	1%	nt	1.1	-18%[20 µM]	-5.2%	-2%	1%	0%
C/C=C\C=C/C(=O)Nc1cccc(C2=NOC3(C2)C[C@@H](C(N)=O)N(C(=O)c2ccccc2)C3)c1 (stereo not given in full)	-4%	8%	-4.0%	nt	nt	nt	nt	nt	-1%
COc1ccccc1C1C(C#N)=C(N)Oc2c1oc(CO)cc2=O (stereo not given)	-3%	-36%	-4.6%	1.1	3%	-5.1%	13%	29%	-6%
COc1cccc(C2=NOC(C(=O)N3CCc4ccccc4C3)C2)c1 (stereo not given)	-6%	-4%	-2.6%	1.1	-15%	-3.8%	-6%	14%	-3%
COc1ccc(NC(=S)c2ccncc2)cc1	-5%	-10%	11%	1	8%	-8.4%	7%	7%	14%
Cc1csc(SCCn2c(N3CCOCC3)nc3c2c(=O)[nH]c(=O)n3C)n1	4%	-14%	-1.7%	1.1	6%	-2.0%	10%	12%	4%
O=C(CSCc1ccccc1)Nc1cc([N+](=O)[O-])ccc1F	-4%	-22%	2.8%	1	10%	-8.0%	44%	-1%	0%
CCC(=O)Nc1ccc(NC(=S)NC(=O)Cc2ccccc2)cc1	-6%	5%	-0.7%	1	-7%	-6.6%	7%	6%	-8%
O=C(O)c1ccc(NC(=O)c2cccc(S(=O)(=O)Nc3ccc(C(=O)O)cc3)c2)cc1	-8%	13%	0.3%	nt	31%	nt	nt	nt	4%
CCCOc1ccc(S(=O)(=O)N2CCCC2)cc1[N+](=O)[O-]	2%	-6%	-4.6%	nt	19%	nt	nt	nt	10%
O=C1CCCc2ccccc2N1Cc1ccc(Cl)cc1	-6%	13%	2.0%	1.1	-17%	0.7%	6%	2%	13%
CCN(C(=O)CSc1nc2nc(C)cc(C)n2n1)c1ccccc1	-14%	13%	-4.3%	1	-4%	-2.5%	-2%	-1%	15%
Cc1ccc(S(=O)(=O)N2CCN=C2SCc2cccnc2)cc1	-7%	-23%	1.2%	1.1	-15%	-1.3%	4%	13%	0%
O=c1[nH]c(NCCO)nnc1Cc1ccccc1	-8%	-14%	-3.9%	nt	-41%	nt	nt	nt	-5%
CCOC(=O)c1cc2c(C)nn(-c3ccccc3)c2s1	-6%	-35%	1.2%	1	14%	-6.6%	2%	-7%	-11%
O=C(O)C(Cc1ccccc1)NS(=O)(=O)c1ccc(Cl)cc1 (stereo not given)	4%	-17%	0.8%	nt	5%	nt	nt	nt	-29%
O=C(CCCn1cnc([N+](=O)[O-])n1)Nc1ccc(Cl)cc1Cl	-7%	38%	1.2%	1.1	-40%	-6.9%	9%	1%	10%
CCOC(=O)C1CCN(C(=O)c2cc3cc4ccc(OC)cc4nc3o2)CC1	-7%	-57%	0.4%	nt	-20%	nt	nt	nt	-32%
CC(C)C[C@H]1CN=C(Nc2ccccc2)N1CCC1CCCC1	-11%	-33%	-2.6%	nt	-22%[20 µM]	nt	nt	nt	-6%
O=[N+]([O-])c1ccc(CSc2nnc(-c3cccnc3)o2)cc1	-14%	-20%	-4.0%	nt	7%[20 µM]	nt	nt	nt	6%
COCCn1c(SCC(=O)NC2CCCCC2)nc2c(c1=O)SCC2	-2%	-15%	-3.2%	nt	19%	nt	nt	nt	0%
Cn1c(N2CCN(C(=O)NC34CC5CC(CC(C5)C3)C4)CC2)nc2ccccc21	-8%	-14%	0.2%	1	10%	-6.9%	-8%	-9%	15%
Cc1ccc2c(c1)NC(=O)C(CC(=O)NCCCN1CCCCC1C)O2 (stereo not given)	4%	8%	-4.9%	0.9	13%	-3.4%	-13%	-8%	17%
CC(C)c1ccc(C(=O)NCc2ccc(Cl)cc2)cc1	-8%	-23%	-7.4%	1.3	-49%	-7.6%	4%	4%	-59%
Cc1cccnc1NC(=O)Nc1cccc(Cl)c1	-3%	-38%	1.3%	nt	-6%	nt	nt	nt	-68%
COC(=O)c1ccc(NC(=O)c2cccc(C)c2[N+](=O)[O-])cc1	-6%	-39%	-2.0%	1	-22%	-1.6%	7%	15%	8%
Cn1c(=O)n(CC(=O)NC2CCCCC2)c(=O)c2ccccc21	-5%	-3%	-1.3%	1.1	-8%	-6.3%	4%	1%	7%
FC(F)Oc1ccccc1NC(=S)Nc1cccnc1	-2%	8%	-1.9%	0.9	-21%	-8.6%	18%	7%	4%
COc1cccc(CNC(=O)CCS(=O)(=O)c2ccc3c(c2)oc(=O)n3C)c1	-9%	-18%	-3.6%	nt	13%	nt	nt	nt	14%
CCOCCCNC(=O)c1ccc2c(c1)ncn2-c1ccc(CC)cc1	-8%	-4%	-5.4%	nt	16%	nt	nt	nt	-8%
CC(=O)N1N=C(c2ccc(C)cc2)OC1c1ccc(C)cc1 (stereo not given)	-4%	-11%	10%	1	-36%	-8.7%	5%	6%	1%
CCCCc1ccc(NC(=O)CSCc2cc(=O)[nH][nH]2)cc1	-5%	11%	1.3%	1	-18%	-0.9%	0%	-6%	-15%
COCCNc1cc(C)nc2c(-c3ccccc3OC)c(C)nn12	-5%	-2%	0.9%	1.1	-9%	-4.7%	4%	-1%	2%
CN1C(=O)C(C)(C)c2cc(S(=O)(=O)N3CCN(c4ccccc4F)CC3)ccc21	-3%	25%	4.3%	nt	11%[20 µM]	nt	nt	nt	25%
